From PubChem BioAssay
C-LANA FP – blocks KSHV LANA C-terminal domain binding to DNA. MBP-C-LANA/FAM-LBS DNA binding, fluorescence polarization. inhibition, % at 9 µM. 340,000 compounds, 0.078% hits. AID 504423;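 active = highest replicate inhibition at or above 60% at 9 µM, even if other replicates fall short; inactive = all replicates below 60% inhibition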;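 note: 0% = neutral control wells and 100% = 4 µM acridine orange control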
SR-BI DiI-HDL act – enhances SR-BI lipid uptake from DiI-HDL; CHO ldlA[mSR-BI] cells, DiI-HDL uptake fluorescence, 3 h; 100 = double the neutral-control signal; activation, % at 12.5 µM; 320,000 compounds, 0.096% hits; AID 504775;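 active = mean replicate activation of at least 60% and every replicate at or above 60%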;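 note: 0% = median plate neutral-control signal and 100% = twice that signal; values of inactives mirror those of a sister screen read the other way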
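System: CHO ldlA[mSR-BI] cells / Medium: HEPES-buffered (25 mM, pH 7.4) F12 plus 0.5% BSA / Probe or stimulus: labelled HDL, 10 µg/mL / Doses: single compound concentration, delivered by pin transfer / Schedule: 3 h, 37 °C / Measured by: DiI fluorescence, bottom read / Measure: cell-associated DiI fluorescence as measure of HDL uptake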
SR-BI DiI inh – blocks mouse SR-BI lipid uptake from DiI-HDL | Q61009 | ldlA[mSR-BI] CHO cells, DiI-HDL uptake fluorescence, 3 h | inhibition, % at 12.5 µM | 320,000 compounds, 0.96% hits;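 active = mean replicate inhibition of at least 70% and a set share of replicates each scoring 70 or more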;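 note: 0% = median of neutral control wells and 100% = median of positive control wells; values of inactives mirror those of a sister screen read the other way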
Arrestin-AP2 inh – inhibitors of human beta-arrestin and AP2 interaction. inhibition, % at 10 µM. AID 504490. FITC-arrestin peptide / GST-AP2 beads, flow cytometry; AP2 beta2 appendage carries R879A mutation. 340,000 compounds, 0.31% hits;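 active = inhibition above a set limit, near 3 SD of compounds lacking own fluorescence, cut at about 54% in these data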;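 note: plate controls were DMSO wells for no effect and 5 µM unlabelled arrestin peptide for full effect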
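System: GST-AP2 R879A bound to glutathione beads, E. coli-expressed. Also added: 50 nM FITC-arrestin peptide. Schedule: compound with beads 12 min RT, then probe 1 h RT. Signal: bead flow cytometry, FITC channel. Read-out basis: percent response.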
RTF Ca sens inh – cardiac RTF calcium desensitization. IANBD-labeled cardiac RTF, Ca2+ fluorescence. inhibition, % at 7.15 µM. 340,000 compounds, 0.12% hits. AID 493244;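 active = inhibition above the mean inhibition of all tested compounds plus 3 SD, cut at about 17% in these data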;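 note: assay run at fixed EC70 calcium of 1.6 mM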
PvdQ inh – blocks Pseudomonas aeruginosa PvdQ acylase activity; inhibition, % at 10 µM; 340,000 compounds, 0.063% hits; purified PvdQ acylase, fluorescence plate reader; AID 488965; in the data active = inhibition above about 30%, passing the limit was not always enough;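 note: 0% = vehicle neutral wells and 100% = reference inhibitor wells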
NSD2 inh – NSD2 (human) methyltransferase inhibition; O96028; NSD2 peptide methylation, AlphaScreen, 120 min; inhibition, % at 12.5 µM; 310,000 compounds, 0.54% hits; AID 743445; in the data active = inhibition above about 50%
DAGLB inhibitor – diacylglycerol lipase beta (human) inhibition | Q8NCG7 | HEK293T DAGLB membrane lysate, EnzChek fluorogenic substrate | inhibition, % at 5.17 µM | 340,000 compounds, 0.059% hits | AID 504411; in the data active = inhibition above about 34%;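 note: 0% = enzyme with vehicle and 100% = wells lacking enzyme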
PKA-R2B activ – activates the human PKA-R2B holoenzyme complex; P22694+P31323; PKA-R2B holoenzyme dissociation, Cy5-IP20 fluorescence polarization; R2B truncated from residue 108, S112A mutant; 0% DMSO only, 100% 113 µM cGMP; activation, % at 11.4 µM; 340,000 compounds, 0.079% hits; AID 504700;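 active = activation above a cutoff set at the mean over all compounds plus 3 SD, cut at about 18% in these data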;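 note: higher means more holoenzyme dissociation and a rise in polarization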
Target sequence (P31323 whole entry, looked up, other chains not shown, the tested form may be a part): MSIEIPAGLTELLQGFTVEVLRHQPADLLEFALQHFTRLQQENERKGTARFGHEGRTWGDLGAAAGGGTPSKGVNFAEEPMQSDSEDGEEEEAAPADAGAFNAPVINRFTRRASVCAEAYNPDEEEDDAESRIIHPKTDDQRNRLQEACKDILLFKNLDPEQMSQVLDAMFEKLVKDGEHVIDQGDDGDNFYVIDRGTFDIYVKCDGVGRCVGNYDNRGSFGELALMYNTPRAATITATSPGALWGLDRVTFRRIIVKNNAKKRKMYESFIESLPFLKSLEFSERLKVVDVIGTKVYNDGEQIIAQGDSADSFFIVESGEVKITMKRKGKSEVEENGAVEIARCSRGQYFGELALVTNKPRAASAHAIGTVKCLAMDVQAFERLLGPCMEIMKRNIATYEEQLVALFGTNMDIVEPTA
Keap1 Nrf2 FP – Keap1-Nrf2 (human) interaction inhibition; Q14145; Keap1 Kelch-Nrf2 peptide fluorescence polarization, 1536-well; inhibition, % at 9.4 µM; 340,000 compounds, 0.15% hits; in the data active = inhibition above about 12%;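 note: human Keap1 Kelch domain with fluorescein labeled Nrf2 9mer peptide probe; 0% = neutral control wells and 100% = peptide positive control; higher means more block of Keap1 binding to Nrf2 peptide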
Target sequence (Q14145 whole entry, looked up, the tested form may be a part): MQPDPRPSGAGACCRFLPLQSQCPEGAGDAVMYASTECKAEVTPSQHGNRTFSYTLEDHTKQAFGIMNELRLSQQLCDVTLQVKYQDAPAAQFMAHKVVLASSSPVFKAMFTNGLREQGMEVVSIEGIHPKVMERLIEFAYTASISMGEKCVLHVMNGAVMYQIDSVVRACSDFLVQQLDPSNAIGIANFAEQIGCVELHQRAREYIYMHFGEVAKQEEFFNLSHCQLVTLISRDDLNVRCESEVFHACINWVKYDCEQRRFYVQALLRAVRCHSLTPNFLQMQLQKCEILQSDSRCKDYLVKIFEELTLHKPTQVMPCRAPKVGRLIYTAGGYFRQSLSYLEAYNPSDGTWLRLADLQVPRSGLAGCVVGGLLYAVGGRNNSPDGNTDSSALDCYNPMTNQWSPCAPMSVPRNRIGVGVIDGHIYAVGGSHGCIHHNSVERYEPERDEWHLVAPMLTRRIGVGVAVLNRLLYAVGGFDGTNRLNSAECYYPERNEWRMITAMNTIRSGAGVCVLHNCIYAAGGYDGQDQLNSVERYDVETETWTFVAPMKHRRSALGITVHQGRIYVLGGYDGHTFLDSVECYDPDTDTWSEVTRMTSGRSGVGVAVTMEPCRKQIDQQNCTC
Active calls of the source: *; / = no result given. Rows were taken by chance (roughly 2.1% active in at least one column).

SMILES	C-LANA FP	SR-BI DiI-HDL act	SR-BI DiI inh	Arrestin-AP2 inh	RTF Ca sens inh	PvdQ inh	NSD2 inh	DAGLB inhibitor	PKA-R2B activ	Keap1 Nrf2 FP
COc1ccc(-c2nc(C#N)c(N3CCCCCC3)o2)cc1OC	-1.4	-41	41	9	5	-16	6	-5	6	1
CCCCc1cc(=O)oc2cc(OCC(=O)NCC3CCC(C(=O)O)CC3)ccc12 (centres undefined)	1.1	-1	1	20	-6	-5	/	0	0	0
CC1=C(C(=O)Nc2ccccc2)C(c2ccco2)C(C#N)=C(SCC(=O)Nc2cccc(C)c2C)N1 (centres undefined)	1.2	-52	52	29	0	2	0	3	15	-3
CCOC(=O)c1c(NC(=O)Cn2cc([N+](=O)[O-])cn2)sc2c1CCC2	-1.6	-60	60	0	2	-9	-2	0	6	-7
Cc1ccccc1NS(=O)(=O)c1cc(C(=O)Nc2cccc([N+](=O)[O-])c2)ccc1C	-0.1	-72	72*	7	-10	-13	-2	-2	-7	-1
CCc1ccccc1NC(=O)CSc1nc2c(c(-c3ccco3)c1C#N)CCCC2	1.3	-25	25	24	4	3	0	-2	3	1
CCCCNC(NCCCC)=C(S(=O)(=O)CC)S(=O)(=O)CC	1.1	-7	7	4	-5	-11	1	2	-6	2
Cc1c(OCC(=O)N2CCC(C(N)=O)CC2)ccc2c3c(c(=O)oc12)CCCC3	-1.3	0	0	9	-3	-16	/	-1	-5	-6
CCC1(c2ccc(Cl)cc2)NC(=S)N(c2ccc(C)cc2)N1 (centres undefined)	0.3	2	-2	8	4	11	-2	-2	8	1
N#Cc1c(NC2CCCCC2)nc(-c2ccco2)c2c1CCCC2	-0.4	-36	36	-2	3	-6	/	-2	-12	0
CCN(CC)S(=O)(=O)c1cccc(C(=O)N[C@H](C(=O)Nc2nc3ccccc3s2)C(C)C)c1	-1.1	-66	66	-11	3	-13	-2	2	0	-7
CN(CC(=O)Nc1cccc(S(=O)(=O)N2CCOCC2)c1)CC(=O)Nc1ccc(Cl)c(C(F)(F)F)c1	0.6	48	-48	12	-4	-14	8	1	-2	-4
O=C(CSc1nc2cc(Cl)ccc2s1)Nc1cccc(S(=O)(=O)N2CCOCC2)c1	0.5	-20	20	-12	-15	-10	-2	-6	-13	-3
CSc1nc2c(cc1C#N)C(=O)CC(C)(C)C2	-0.1	12	-12	-10	-8	-9	-2	-1	-7	-4
COC(C(=O)Nc1ccnn1C1CCN(Cc2cccc(C)n2)CC1)c1ccccc1 (centres undefined)	-0.6	12	-12	-6	2	1	-2	-3	-2	-2
Cc1cccc(S(=O)(=O)Nc2cccc(-c3cn4ccsc4n3)c2)c1	-0.3	9	-9	4	7	-6	3	0	2	2
COc1cc(S(=O)(=O)Nc2ccccc2C)ccc1Cl	-2.5	-5	5	-2	-8	-28	-1	-1	-2	-4
Cn1nc(C(=O)OCC(=O)Nc2ccc3ccccc3c2)c2ccccc2c1=O	0.6	-2	2	8	5	-15	-6	-4	-11	-1
N/C(Cc1ccc(Cl)cc1Cl)=N\OC(=O)c1ccc(Br)o1	0.2	14	-14	20	-11	-11	-1	-13	4	-3
Cc1c(C(=O)Nc2ccncc2)oc2ccccc12	-1.0	-2	2	6	-7	-14	-1	-1	-8	-4
Cc1ccc(SC(C)C(=O)Nc2cccnc2)cc1 (centres undefined)	-0.2	21	-21	0	-5	-8	3	-2	-3	2
Cc1cc(NC(=O)CSc2nnc(Cc3ccccc3)n2C)no1	1.0	-11	11	36	-14	-7	/	0	-3	-2
COc1ccc(CCCNC(=O)C2CCC(=O)N(CCCN3CCCC3=O)C2)cc1 (centres undefined)	-0.2	13	-13	0	-7	-12	-1	1	6	-5
COc1ccc(S(=O)(=O)N(C)C)cc1NC(=O)CSC(C)C(=O)Nc1cc(C)on1 (centres undefined)	0.4	32	-32	4	-2	-11	-2	0	-8	-9
O=C(COC(=O)C1CCC1)NCc1ccccc1Cl	-0.1	3	-3	-1	0	-3	-1	-2	-2	3

Entries of single compounds, looked up by structure. Order of values: C-LANA FP	SR-BI DiI-HDL act	SR-BI DiI inh	Arrestin-AP2 inh	RTF Ca sens inh	PvdQ inh	NSD2 inh	DAGLB inhibitor	PKA-R2B activ	Keap1 Nrf2 FP
`CCOC(=O)c1c(NC(=O)Cn2cc([N+](=O)[O-])cn2)sc2c1CCC2` as listed: -1.6	-60	60	0	2	-9	-2	0	6	-7
`Cc1c(OCC(=O)N2CCC(C(N)=O)CC2)ccc2c3c(c(=O)oc12)CCCC3` as listed: -1.3	0	0	9	-3	-16	/	-1	-5	-6
`CCC1(c2ccc(Cl)cc2)NC(=S)N(c2ccc(C)cc2)N1` (centres undefined) as listed: 0.3	2	-2	8	4	11	-2	-2	8	1
`CCCCNC(NCCCC)=C(S(=O)(=O)CC)S(=O)(=O)CC` as listed: 1.1	-7	7	4	-5	-11	1	2	-6	2

New compounds follow
SMILES	C-LANA FP	SR-BI DiI-HDL act	SR-BI DiI inh	Arrestin-AP2 inh	RTF Ca sens inh	PvdQ inh	NSD2 inh	DAGLB inhibitor	PKA-R2B activ	Keap1 Nrf2 FP
CCCC(=O)N=C1SC2CS(=O)(=O)CC2N1c1ccc(CC)cc1 (centres undefined)	-0.6	-7	7	6	-4	-13	3	-4	-4	0
COc1ccccc1C/C(N)=N/OC(=O)/C=C/c1ccccc1	-0.4	4	-4	/	-17	-4	0	-4	6	-8
COc1ccc(CC(=O)NNC(=O)c2c(-c3ccccc3Cl)noc2C)cc1OC	0.0	19	-19	1	-9	-19	-1	2	-6	-1
COc1ccc(N(C(=O)c2ccncc2)S(=O)(=O)c2ccccc2)cc1	-0.6	7	-7	3	3	-16	0	2	9	-3
Cc1nn(CC(=O)N(CC(C)C)C2CCS(=O)(=O)C2)c(C)c1[N+](=O)[O-] (centres undefined)	1.0	5	-5	-3	1	-5	-2	2	-1	-6
O=C(COc1ccc2c3c(c(=O)oc2c1)CCC3)N[C@@H](Cc1ccccc1)C(=O)O	-0.1	10	-10	6	-7	-4	/	-2	-7	-5
O=C(Nc1ccc(Nc2ccccc2)cc1)c1cccc(F)c1	-1.1	-37	37	11	-4	-16	0	-3	-6	-2
O=S(=O)(c1ccc(Cl)cc1)N1CCC(N2CCCCCC2)CC1	-0.1	12	-12	29	7	-2	6	0	2	0
CN(C)CCCNC(NC(=O)c1cccs1)C(Cl)(Cl)Cl (centres undefined)	0.4	3	-3	10	1	5	-2	-1	-3	-3
C=CCCCCCCCCC(=O)Nc1ncccn1	-0.9	/	/	12	-8	-3	1	1	-11	-2
CCOC(=O)c1ccccc1NC(=O)COC(=O)C1CCCC1	-0.9	23	-23	-8	-9	-13	-5	-10	0	0
Cc1ccc(-c2nnc(C)c(N3CCOCC3)n2)cc1	-2.7	19	-19	10	-6	-7	0	1	-14	4
COc1ccc(S(=O)(=O)N2CCOC2CNC(=O)C(=O)NCc2ccccn2)cc1 (centres undefined)	-1.6	7	-7	-18	-1	-10	-1	0	2	0
CS(=O)(=O)N(CC(=O)N1CCc2ccccc2C1)c1ccc(Cl)cc1F	0.4	-10	10	32	3	4	-1	-5	2	3
O=C(c1csc2c1CCCC2)N1CCN(c2cccc(C(F)(F)F)c2)CC1	-1.0	-5	5	8	-21	-7	0	-7	-10	5
CCOc1cc(S(=O)(=O)Nc2cc(C)cc(C)c2)ccc1Cl	-2.1	-2	2	32	-5	-1	-1	-4	-8	-3
CN1CCN(S(=O)(=O)c2cccc(C(=O)Nc3ccccc3N3CCOCC3)c2)CC1	-0.3	-3	3	1	2	-2	-1	1	3	1
COc1ccc2nc(C)c3c(c2c1)OC(C(C)(Cl)Br)C3 (centres undefined)	-1.4	-71	71*	37	1	-2	0	-3	4	0
Cc1nn(-c2ccccc2)c(N2CCCC2)c1/C=N/NC(=S)Nc1ccc(F)cc1	0.8	/	/	2	-14	8	/	0	-10	0
CCOc1ccc(S(=O)(=O)N2CCN(C(=O)c3cc(S(=O)(=O)N4CCOCC4)ccc3C)CC2)cc1	-0.1	-8	8	20	2	7	-1	-1	2	0
NC(=O)C1C(=O)c2ccccc2C1(C[N+](=O)[O-])c1ccccc1 (centres undefined)	-0.3	0	0	9	2	-16	4	1	-11	-9
Cc1nnc(-c2ccc(Oc3ccc(Cl)cc3)c([N+](=O)[O-])c2)o1	-1.3	-9	9	7	-1	-3	4	-17	2	0
C=C(C)CCC1(C)NC(=O)N(c2ccccc2)N1 (centres undefined)	0.5	9	-9	8	-3	-13	1	3	-4	4
Cc1ccc(COCCN2CCN(S(=O)(=O)c3ccccc3)CCC2=O)cc1	0.6	-6	-4	-1	-25	3	/	2	-4	-3
CCSc1nnc(-c2cc(Br)ccc2NC(C)=O)c(=O)[nH]1	1.3	2	-2	8	4	-9	5	2	-6	4
CC(C)Cn1c(=O)c2c(nc3n2CCS3)n(C)c1=O	3.3	6	-6	-10	0	-10	0	1	-1	-4
Cc1cccc(-c2noc(-c3ccc(F)cc3)n2)c1	1.5	-3	3	8	-2	-4	-4	-6	4	0
O=[N+]([O-])c1ccc(O)c(/C=N\N=C2c3ccccc3-c3ccccc32)c1	0.4	-6	6	8	-6	-8	-2	4	5	1
COc1ccccc1N(CC(=O)NC(C)(C)C)C(=O)C1CSC(=O)C1 (centres undefined)	0.5	-3	3	-2	-9	-5	-5	0	4	-4

Structural class: those above with a furan ring, fused or not (5)
SMILES	C-LANA FP	SR-BI DiI-HDL act	SR-BI DiI inh	Arrestin-AP2 inh	RTF Ca sens inh	PvdQ inh	NSD2 inh	DAGLB inhibitor	PKA-R2B activ	Keap1 Nrf2 FP
CC1=C(C(=O)Nc2ccccc2)C(c2ccco2)C(C#N)=C(SCC(=O)Nc2cccc(C)c2C)N1 (centres undefined)	1.2	-52	52	29	0	2	0	3	15	-3
CCc1ccccc1NC(=O)CSc1nc2c(c(-c3ccco3)c1C#N)CCCC2	1.3	-25	25	24	4	3	0	-2	3	1
N#Cc1c(NC2CCCCC2)nc(-c2ccco2)c2c1CCCC2	-0.4	-36	36	-2	3	-6	/	-2	-12	0
N/C(Cc1ccc(Cl)cc1Cl)=N\OC(=O)c1ccc(Br)o1	0.2	14	-14	20	-11	-11	-1	-13	4	-3
Cc1c(C(=O)Nc2ccncc2)oc2ccccc12	-1.0	-2	2	6	-7	-14	-1	-1	-8	-4
